Screens (PubChem)
TLR9-MyD88 block: inhibitors of TLR9-MyD88 association in cells, primary screen, cell-based, CHO, BLA complementation, fluorescence. CCF4 FRET ratio. inhibition, % at 4.98 µM. 340,000 tested, 0.21% active. AID 504734, 2011;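 active = inhibition above the mean over all tested compounds plus 3 SD, cut at about 21% in these data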;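 note: 0% = DMSO only wells and 100% = clavulanate BLA inhibitor control wells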
Target sequence (Q99836 whole entry, looked up): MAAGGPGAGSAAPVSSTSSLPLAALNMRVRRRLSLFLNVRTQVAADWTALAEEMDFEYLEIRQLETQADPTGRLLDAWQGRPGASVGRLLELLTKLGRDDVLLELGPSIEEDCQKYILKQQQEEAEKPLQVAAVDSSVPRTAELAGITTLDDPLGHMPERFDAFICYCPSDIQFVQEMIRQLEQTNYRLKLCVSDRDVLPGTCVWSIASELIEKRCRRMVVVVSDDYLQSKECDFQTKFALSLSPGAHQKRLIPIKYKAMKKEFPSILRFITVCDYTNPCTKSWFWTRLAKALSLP
Target sequence (Q9NR96 whole entry, looked up): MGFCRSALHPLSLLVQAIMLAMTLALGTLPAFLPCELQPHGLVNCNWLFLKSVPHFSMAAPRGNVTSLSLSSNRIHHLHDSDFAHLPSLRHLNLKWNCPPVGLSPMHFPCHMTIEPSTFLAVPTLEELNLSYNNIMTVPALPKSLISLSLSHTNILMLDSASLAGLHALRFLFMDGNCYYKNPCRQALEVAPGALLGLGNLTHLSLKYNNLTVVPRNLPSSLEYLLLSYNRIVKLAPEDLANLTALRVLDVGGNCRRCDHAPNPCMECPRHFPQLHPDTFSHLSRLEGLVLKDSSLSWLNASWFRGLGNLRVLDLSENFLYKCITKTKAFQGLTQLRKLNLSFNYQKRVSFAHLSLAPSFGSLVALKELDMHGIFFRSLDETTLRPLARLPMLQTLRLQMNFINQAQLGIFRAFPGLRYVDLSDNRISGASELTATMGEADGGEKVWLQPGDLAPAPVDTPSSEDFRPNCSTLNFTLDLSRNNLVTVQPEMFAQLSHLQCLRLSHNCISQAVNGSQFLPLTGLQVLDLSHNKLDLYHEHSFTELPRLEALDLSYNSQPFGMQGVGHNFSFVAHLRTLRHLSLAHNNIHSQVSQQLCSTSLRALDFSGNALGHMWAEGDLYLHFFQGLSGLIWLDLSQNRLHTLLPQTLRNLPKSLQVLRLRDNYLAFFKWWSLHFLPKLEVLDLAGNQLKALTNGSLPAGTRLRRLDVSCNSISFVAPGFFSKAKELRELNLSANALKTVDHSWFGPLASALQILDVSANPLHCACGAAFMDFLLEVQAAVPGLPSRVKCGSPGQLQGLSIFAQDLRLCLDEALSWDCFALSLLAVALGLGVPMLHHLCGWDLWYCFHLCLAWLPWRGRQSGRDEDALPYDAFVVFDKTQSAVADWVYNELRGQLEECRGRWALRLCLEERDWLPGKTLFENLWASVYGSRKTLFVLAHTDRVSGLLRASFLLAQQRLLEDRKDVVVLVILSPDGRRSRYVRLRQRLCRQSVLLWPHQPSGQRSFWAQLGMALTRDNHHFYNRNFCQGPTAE
TROY NFkB inh: inhibitors of TROY-driven NF-kB signaling, primary screen, Q293 LMP1-TROYcd cells, NF-kB luciferase, uHTS. AID 1347056, 2019. 360,000 tested, 0.98% active. Q293 LMP1-TROYcd NF-kB luciferase reporter, 4 h. inhibition, % at 10 µM;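 active = compounds whose plate-normalised and pattern-corrected inhibition of the luciferase reporter signal at the single screening dose is 50% or more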
COUP-TFII inh: NR2F2 transcriptional activity inhibitors, primary screen, cell-based, luciferase reporter, HEK293T, luminescence; HEK293T NGFI-A luciferase reporter; COUP transcription factor 2 (Homo sapiens), P24468; inhibition, % at 8.6 µM; AID 686940, 2013; 370,000 tested, 0.7% active;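 active = inhibition above a per-plate cutoff, mean inhibition of test wells between control levels plus 3 SD, cut at about 38% in these data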;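 note: cells cotransfected with COUP-TFII expression vector driving the NGFI-A reporter; 0% = median of COUP-TF2 test wells and 100% = reporter-only cells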
TRAIL sens C8: viability loss with TRAIL in NB7+C8 cells, primary screen, TRAIL sensitizer project, cell-based, ATPlite luminescence. inhibition (viability loss, TRAIL sensitization), % at 10 µM. 360,000 tested, 1% active. AID 624354, 2012;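 active = compounds causing at least 50% loss of cell viability in the single-dose screen, relative to plate controls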
NOD2 RIPK2 PPI: NOD2-RIPK2 binding disruptors in cells, primary screen, fluorescence, CHO cells, BLA complementation; inhibition, % at 4.98 µM; AID 624267, 2012; 360,000 tested, 0.38% active; CCF4 ratio; in the data active = inhibition above about 21%;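 note: 0% = vehicle only and 100% = reference blocker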
LRH-1 inv ag: LRH-1 (NR5A2) inverse agonists, primary screen, cell-based, luminescence, HEK293T, StAR-luciferase reporter; Nuclear receptor subfamily 5 group A member 2 (Homo sapiens), O00482; LRH-1 transfected, 24 h; inhibition, % at 3.6 µM; 360,000 tested, 0.13% active; AID 602396, 2012;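 active = inhibition above the mean inhibition of all tested compounds plus 3 SD, cut at about 73% in these data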;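 note: 0% = DMSO wells and 100% = reporter-only cells lacking LRH-1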
Vif imaging: HIV Vif self-association inhibitors, primary screen, imaging, HEK293T, single point; HEK293T cells, Vif self-association by quenched fluorescence, 24 h; inhibition, % at 7.49 µM; 340,000 tested, 0.35% active; AID 602346, 2012; in the data active = inhibition above about 50%, passing the limit was not always enough; note: some results filed as inactive read as strong as hits
NCOA1 inh: SRC1 coactivator transcriptional activity inhibitors, primary screen, cell-based, luminescence. Nuclear receptor coactivator 1 (Homo sapiens), Q15788. HEK293 GAL4-SRC1 luciferase reporter. inhibition, % at 3.6 µM. 360,000 tested, 0.12% active;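 active = inhibition above the campaign mean plus 3 SD, with each screening campaign given its own cutoff, cut at about 60% in these data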;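 note: 0% = DMSO treated cells and 100% = gossypol at 36 µM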
NCOA3 inh: SRC3 coactivator transcriptional activity inhibitors, primary screen, cell-based, luminescence. HEK293 GAL4-SRC3 luciferase reporter. Nuclear receptor coactivator 3 (Homo sapiens), Q9Y6Q9. AID 588352, 2011. 360,000 tested, 0.17% active. inhibition, % at 3.6 µM;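 active = inhibition above a per-campaign cutoff, the mean of all compounds plus 3 SD, cut at about 60% in these data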;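 note: 0% = DMSO-treated cells and 100% = gossypol-treated cells at 36 µM; higher means less SRC3-driven luciferase light from the GAL4 reporter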
LMP1 NFkB inh: EBV LMP1-driven NF-kappaB luciferase reporter inhibitors, primary screen, cell-based, luminescence, single point. 350,000 tested, 0.69% active. AID 504558, 2011. LMP1-induced NF-kappaB luciferase reporter cells. inhibition, % at 12.5 µM; in the data active = inhibition above about 41%;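 note: 0% = neutral control wells and 100% = reference inhibitor control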
NCOA2 inhibitor: inhibition of GAL4-SRC2 driven luciferase reporter, primary screen, SRC2 inhibitor project, cell-based, luminescence; HEK293 GAL4-SRC2 luciferase reporter; 370,000 tested, 0.17% active; Nuclear receptor coactivator 2 (Homo sapiens), Q15596; inhibition, % at 9 µM; AID 651957, 2012;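 active = inhibition above the mean inhibition of all tested compounds plus 3 SD, set per campaign, cut at about 52% in these data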;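 note: 0% = DMSO treated cells and 100% = cells given Gossypol at 36 µM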
* marks the source's active call; other numbers are inactive results; nt = no result given.

nr	SMILES	NOD2 RIPK2 PPI	LRH-1 inv ag	NCOA1 inh	TROY NFkB inh	COUP-TFII inh	NCOA2 inhibitor	TRAIL sens C8	NCOA3 inh	TLR9-MyD88 block	LMP1 NFkB inh	Vif imaging
1	COc1ccc(Cl)cc1C(=O)NNC(=S)NC1CCCCC1	0	7	-4	-1	-6	-15	-10	-20	nt	nt	3
2	COc1ccc(-n2c(N)c(C(=O)Nc3c(C)n(C)n(-c4ccccc4)c3=O)c3nc4ccccc4nc32)cc1	-4	-18	11	7	16	-14	21	3	2	4	5
3	Cc1cc2nc(-c3cccc(Cl)c3)c(Cc3ccccc3)n2c(C)c1Br	-5	-3	-28	-26	nt	nt	6	-3	nt	nt	nt
4	O=C(CSc1ccc(-c2ccccn2)nn1)Nc1ccc(F)c(F)c1	2	-1	0	-1	16	8	15	-7	-4	14	-11
5	CCNC(=S)N/N=C/c1cc(Br)cc(Br)c1OC	-3	-8	-32	6	2	-18	-12	-4	-3	1	1
6	Brc1ccc(-c2nnc3c4ccccc4nc(N4CCOCC4)n23)cc1	-4	11	13	-37	-10	-26	25	14	3	1	14
7	COCC(=O)Nc1cc(OC)cc(OC)c1	-5	5	-3	5	1	-1	-10	-35	-8	-20	nt
8	CC(C)[C@H](N)c1cn([C@@H](CO)C(=O)N2CCNCC2)nn1	6	14	6	-5	11	-4	-18	2	8	0	3
9	COc1ccc([N+](=O)[O-])cc1NC(=O)Nc1ccc(OC)c(OC)c1	-3	-5	1	-9	13	-7	1	-8	-14	4	-3
10	O=C1N/C(=C\c2ccccc2)c2ccccc21	-8	3	-34	-33	-15	-25	5	-46	4	1	2
11	Cn1ccnc1C(=O)c1ccc(NN)c([N+](=O)[O-])c1	2	-3	-22	-45	-1	-44	-2	-22	7	9	3
12	Cc1cc(N2C(=O)C(O)=C(C(=O)c3ccc(C)o3)C2c2ccc(OCc3ccccc3)cc2)no1 (stereo not drawn)	-3	7	-3	-50	-1	-37	8	-36	-11	-1	7
13	CCOC(=O)C1=C(C)OC(N)=C(C#N)C1c1ccc(OC)c(CSc2ccccn2)c1 (stereo not drawn)	-5	-20	-13	-25	-1	14	-5	-3	-1	5	0
14	CC(=O)c1ccc(NC(=O)CCc2nnc3ccc(N4CCC5(CC4)OCCO5)nn23)cc1	-7	-38	-47	-26	-20	-28	-4	-17	1	-14	-11
15	Cc1ccc(NCCC(=O)c2ccccc2)cc1Cl	0	-18	-28	-34	-27	-24	1	-33	-5	-1	-1
16	Cc1ccc(S(=O)(=O)N2CCCC(C(=O)NCCCN3CCCCC3C)C2)cc1 (stereo not drawn)	-6	0	-15	4	7	-13	-16	-12	-10	0	-3
17	COc1cc(C(=O)N2CCCCC2c2cc(C(=O)Nc3ccccc3Cl)no2)cc(OC)c1C (stereo not drawn)	-8	-18	-3	16	-19	15	-6	11	nt	nt	4
18	CCN(CC)CCn1c(NCc2ccc(OC)cc2)nc2ccccc21	-4	-36	-19	-6	-6	-6	3	4	1	-1	nt
19	CCOc1ccccc1Nc1nc2ccccc2[nH]1	-8	27	6	-11	3	4	-4	0	0	-21	3
20	O=C(COC(=O)c1c(Cl)cccc1Cl)Nc1ccccc1Br	-2	6	-11	-42	-8	-12	1	-3	6	0	-12
21	CCc1nccn1S(=O)(=O)c1ccc(Br)cc1Br	0	-5	-4	-7	7	-1	-23	5	-1	-2	nt
22	NCC(=O)NNC(=O)OCC1c2ccccc2-c2ccccc21	7	-3	-16	0	-7	-5	-6	-9	5	-21	-1
23	CCCNc1nc(NCC)nc(OC)n1	-7	6	-18	1	5	9	-10	-26	11	4	1
24	O=C1c2c(O)cccc2Cc2cccc(O)c21	-6	-15	-7	3	-13	4	9	6	-1	-1	15
25	CN(c1ccccc1)S(=O)(=O)c1cccc(NC(=O)CC(C)(C)C)c1	-9	-5	0	8	6	19	14	9	-10	6	-16
26	CN(C)S(=O)(=O)c1cc(C(=O)NCC2CCCO2)c(Cl)cc1Cl (stereo not drawn)	-6	-1	-1	-3	-4	-10	-6	-8	3	-12	-13
27	CN(CC(=O)NCc1cccnc1)S(=O)(=O)c1ccc2c(c1)c(=O)n(C)c(=O)n2C	-17	-7	-9	3	9	-1	4	-4	-2	-6	9
28	COc1ccc(N2CCN(C(=O)c3cc4ccccc4o3)CC2)cc1	-1	-23	-3	9	-9	-29	-11	4	2	-5	-4
29	COc1ccc(OC)c(NC(=O)CCc2nnc3ccc(NCc4ccco4)nn23)c1	-9	-1	-3	2	13	-10	-10	-3	4	-6	-6
30	Cn1nc(C(F)(F)F)c(C(=O)Nc2ccc(F)cc2)c1Cl	-9	7	7	5	7	-8	22	10	-7	11	5
31	Cn1c(CNC(=O)c2ccco2)nnc1SCC(=O)N1CCN(c2ccccc2F)CC1	-7	4	-23	4	0	-8	-4	-28	-4	1	11
32	CCN(C(=O)COC(=O)c1ccc(Cl)cc1N)C1CCCCC1	2	-5	4	6	-9	-4	12	11	-8	3	-3
33	CCSc1ncc(/C=N/Nc2ccc([N+](=O)[O-])cc2)n1C	14	-94	-91	-65	-8	-30	-1	-133	8	-40	-1
34	Cc1ccsc1C1C(C#N)=C(N)OC2=C1C(=O)CCC2 (stereo not drawn)	8	-2	3	2	19	6	21	14	4	-6	15
35	CCc1ccc(NC(=O)C2CCN(S(=O)(=O)c3cnc[nH]3)CC2)cc1	-13	19	0	1	-12	0	-3	9	1	4	-1
36	CCOC(=O)CC(=O)CSc1nc2sc(C)cc2c(=O)n1Cc1ccco1	-3	-4	3	7	2	-15	-3	-6	9	7	nt
37	Cc1cc(C)c(S(=O)(=O)N(C)CC(=O)NC2CCCC2)c(C)c1	-5	1	-4	6	2	-18	-14	0	1	0	-1
38	C[C@@H]1CN([C@H](C)CO)C(=O)Cc2cc(NS(=O)(=O)c3ccc(F)cc3)ccc2O[C@H]1CN(C)Cc1ccc(C(=O)O)cc1	-10	4	-16	-3	-8	-6	-13	-5	-11	4	8
39	O=C(O)C1CCC(N2C(=O)c3cccc([N+](=O)[O-])c3C2=O)CC1 (stereo not drawn)	5	0	-6	8	0	-4	5	-5	-7	3	-5
40	Cc1cccc(CS(=O)(=O)Cc2ccc(C(=O)NCC3CCCO3)o2)c1 (stereo not drawn)	-7	-11	-3	10	-8	28	-4	20	3	2	18
41	CCOC(=O)[C@]12CCCC=C1N(Cc1ccco1)C(=O)[C@H](CC(=O)NCc1cccc3ccccc13)C2	-13	20	nt	3	-2	-10	-6	nt	nt	nt	nt
42	Cc1nn(-c2ccc(F)cc2)c(C)c1NS(=O)(=O)c1ccc(Cl)cc1	-5	-20	1	6	-14	21	5	-3	-4	-5	-12
43	O=C1CCC([N+](=O)[O-])C(c2ccccc2F)N1 (stereo not drawn)	0	-7	2	23	0	-1	-7	-7	0	2	-9
44	COc1ccc(/C=C(/NC(=O)c2ccccc2)C(=O)NCC2CCCO2)cc1 (stereo not drawn)	-7	8	3	-4	-6	-23	-11	-3	2	-12	0
45	COCCCN(C(=O)CC1OC(=O)c2ccccc21)c1c(N)n(Cc2ccccc2)c(=O)[nH]c1=O (stereo not drawn)	-4	-31	-11	3	13	7	-7	-12	-6	-1	nt
46	O=C1C=C(c2ccc(Oc3ccccc3)cc2)C[C@@H](c2ccc(F)cc2)C1	-9	14	9	-7	2	-25	-4	2	1	0	-5

An excerpt from above in order of count of non-hydrogen atoms, low to high.
nr	SMILES	NOD2 RIPK2 PPI	LRH-1 inv ag	NCOA1 inh	TROY NFkB inh	COUP-TFII inh	NCOA2 inhibitor	TRAIL sens C8	NCOA3 inh	TLR9-MyD88 block	LMP1 NFkB inh	Vif imaging
10	O=C1N/C(=C\c2ccccc2)c2ccccc21	-8	3	-34	-33	-15	-25	5	-46	4	1	2
33	CCSc1ncc(/C=N/Nc2ccc([N+](=O)[O-])cc2)n1C	14	-94	-91	-65	-8	-30	-1	-133	8	-40	-1
39	O=C(O)C1CCC(N2C(=O)c3cccc([N+](=O)[O-])c3C2=O)CC1 (stereo not drawn)	5	0	-6	8	0	-4	5	-5	-7	3	-5
42	Cc1nn(-c2ccc(F)cc2)c(C)c1NS(=O)(=O)c1ccc(Cl)cc1	-5	-20	1	6	-14	21	5	-3	-4	-5	-12
13	CCOC(=O)C1=C(C)OC(N)=C(C#N)C1c1ccc(OC)c(CSc2ccccn2)c1 (stereo not drawn)	-5	-20	-13	-25	-1	14	-5	-3	-1	5	0
17	COc1cc(C(=O)N2CCCCC2c2cc(C(=O)Nc3ccccc3Cl)no2)cc(OC)c1C (stereo not drawn)	-8	-18	-3	16	-19	15	-6	11	nt	nt	4

In the list so far, these have an NH in an aromatic ring:
nr	SMILES	NOD2 RIPK2 PPI	LRH-1 inv ag	NCOA1 inh	TROY NFkB inh	COUP-TFII inh	NCOA2 inhibitor	TRAIL sens C8	NCOA3 inh	TLR9-MyD88 block	LMP1 NFkB inh	Vif imaging
19	CCOc1ccccc1Nc1nc2ccccc2[nH]1	-8	27	6	-11	3	4	-4	0	0	-21	3
35	CCc1ccc(NC(=O)C2CCN(S(=O)(=O)c3cnc[nH]3)CC2)cc1	-13	19	0	1	-12	0	-3	9	1	4	-1
45	COCCCN(C(=O)CC1OC(=O)c2ccccc21)c1c(N)n(Cc2ccccc2)c(=O)[nH]c1=O (stereo not drawn)	-4	-31	-11	3	13	7	-7	-12	-6	-1	nt

These rows are one share of the data; the hit share may differ from the screen's.
